High-throughput results (PubChem)
TDP1 inh = qHTS Assay for Inhibitors of Tyrosyl-DNA Phosphodiesterase (TDP1). actives 0.28% (n = 350,000). recombinant TDP1, AlphaScreen DNA substrate cleavage. Potency, µM (series often up to 130 µM), without a hit: at the highest dose activity change, negative = inhibition, hits mostly inhibitors. AID 485290, 2010. Tyrosyl-DNA phosphodiesterase 1 (Homo sapiens), Q9NUW8; further: nearly all actives have a fitted effect of over 40% in size
Target sequence (Q9NUW8 whole entry, looked up): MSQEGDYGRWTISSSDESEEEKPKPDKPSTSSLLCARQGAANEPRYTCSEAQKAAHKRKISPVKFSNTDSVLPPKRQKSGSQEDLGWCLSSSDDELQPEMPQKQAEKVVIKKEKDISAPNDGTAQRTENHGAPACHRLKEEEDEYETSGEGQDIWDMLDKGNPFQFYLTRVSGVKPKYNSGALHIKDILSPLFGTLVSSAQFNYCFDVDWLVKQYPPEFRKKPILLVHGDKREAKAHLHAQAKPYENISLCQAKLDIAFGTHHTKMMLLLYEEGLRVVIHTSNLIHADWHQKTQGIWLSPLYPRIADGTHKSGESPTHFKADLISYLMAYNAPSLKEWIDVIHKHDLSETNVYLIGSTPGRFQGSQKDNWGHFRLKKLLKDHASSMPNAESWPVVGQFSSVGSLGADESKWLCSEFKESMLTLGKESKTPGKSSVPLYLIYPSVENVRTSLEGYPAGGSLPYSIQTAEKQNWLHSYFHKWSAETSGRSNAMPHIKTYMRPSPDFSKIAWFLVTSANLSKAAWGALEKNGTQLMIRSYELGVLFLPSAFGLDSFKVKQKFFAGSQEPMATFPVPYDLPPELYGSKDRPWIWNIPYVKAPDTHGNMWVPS
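Recombinant human Tdp1 (E. coli-expressed, 1 nM final) preincubated with compounds 15 min at room temperature, then 5'-biotin/3'-phosphotyrosine-FITC DNA substrate (15 nM final) added for 5 min. AlphaScreen beads (10 ug/ml final) added 10 min; cleavage lowers signal.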
DT40 TDP1 no CPT = qHTS for Inhibitors of human tyrosyl-DNA phosphodiesterase 1 (TDP1): qHTS in cells in absence of CPT; DT40 Tdp1-/- hTDP1 cells, no CPT, ATP luminescence, 48 h; Potency, µM (highest dose often 46.2 µM), without a hit: top-dose activity change, negative = growth inhibition, actives largely listed as inhibitors; actives 15% (n = 420,000); further: nearly all actives have a fitted effect of over 55% in size
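No-CPT arm: Tdp1-/-;hTDP1 DT40 cells (400/well) plus compounds, incubated ≥48 hr at 37 °C. Readout CellTiter-Glo luminescence.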
GCN5L2 inh = qHTS Assay for Inhibitors of GCN5L2; GCN5L2 HAT assay, ThioGlo1 CoA-SH fluorescence; Potency, µM (doses to about 58.9 µM), for inactives: at the highest dose activity change, negative = inhibition, actives largely listed as inhibitors; actives 0.21% (n = 390,000); AID 504327, 2011
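Compounds, pin-transferred from DMSO stocks, meet 20nM GCN5L2 for 15 min before the reaction begins with H3(1-25) peptide (75uM) and acetyl-CoA (70uM). Thiol-reactive ThioGlo1 reports CoA release over 20 min at room temperature.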
Numbers without * were called inactive; u = inconclusive; x = not tested or not shown; [ ] = remark or other dose. The call rests on the fitted dose curve; in most records, active means well fitted curve in the direction sought with a large enough effect; inconclusive means small, poorly fitted or top-dose-only effect, or another doubt; inactive means no such curve, though single readings can be large; an effect the other way counts as inactive or inconclusive. On the % scale 0 is the no-effect control and ±100 the full control effect; potency means the concentration at half of the fitted maximal effect. The list is partial (hit frequency here may not be typical).

Molecule	TDP1 inh	DT40 TDP1 no CPT	GCN5L2 inh
Clc1cccc(-c2nnc(CN3CCN(c4ccccn4)CC3)o2)c1	4%[12.3 µM]	-26%	-10%
O=C(c1ccco1)N1CCCC(N2CCN(c3cccc(C(F)(F)F)c3)CC2)C1 (stereo unspecified)	4%	21µM*	1%
COc1ccc(C)cc1NC(=O)CSc1nc2scc(C)c2c(=O)[nH]1	3%	-23%	-19%
COc1ccc(C(=O)NCc2nnc(SC)n2Cc2ccccc2)cc1	2%	-18%	-6%
N#Cc1c(N)nc2c(c1-c1ccccc1)CCCC2	4%	-23%	0%
O=S(=O)(c1ccc(NC(=S)N2CCN(c3ccc(O)cc3)CC2)cc1)N1CCOCC1	0%	12µM*	-9%
O=C(O)C1CCCN1S(=O)(=O)c1ccc(Br)s1 (stereo unspecified) (tested in a mixture with another compound)	8%	-1%	1%
CCNc1nc2c(c(=O)n(C)c(=O)n2C)n1CCCc1ccccc1	x	5.8µM*	0%
Cc1ccc(NC(=O)c2sccc2-n2cccc2)c(Cl)c1	-5%	u	-11%
O=C(O)c1ccc(CSc2ncn[nH]2)cc1	0%	-4%	1%
Cc1cccc(N2C(=O)/C(=C\c3ccc(C(=O)O)cc3)c3ccccc3C2=O)c1	5%	u	-6%
CCOc1ccc(N2C(=O)c3[nH]nc(-c4ccc(OC)cc4)c3C2c2cccs2)cc1 (stereo unspecified)	10%	26µM*	-9%
O=[N+]([O-])c1cc(Br)c(O)c(/C=N/Nc2nc3ccccc3s2)c1	12%	18µM*	-6%
COc1cccc(CNC(=O)Cc2ccc(NC(=O)C3=C(C)OCCS3)cc2)c1	0%	-23%	-31%
Cc1cc(/C=C2\SC(N)=NC2=O)c(C)n1-c1ccc(F)cc1	7%	u	2%
c1ccc(CCNc2c3c(nc4ncnn24)CCC3)cc1	0%	u	-2%
O=C(COc1ccccc1C(=O)NCC1CCCO1)Nc1ccc(Br)cc1 (stereo unspecified)	2%	-20%	-5%
Cn1c2c(c(=O)n(C)c1=O)C1(C(=O)Nc3ccccc31)C(C#N)=C(N)O2 (stereo unspecified)	4%	u	-8%
COc1ccc(S(=O)(=O)NCC2CCCN(C(=O)CNC(C)=O)C2)cc1 (stereo unspecified)	-5%	7%	-4%
CCOC(=O)C1(CCOc2ccccc2)CCN(Cc2cnc(C)[nH]2)CC1	5%	u	-16%
Cn1c(=O)oc2cc(S(=O)(=O)N3CCC(C(=O)NCc4cccs4)CC3)ccc21	-1%	-19%	-13%
COc1ccc(OCc2nc(C#N)c(NCCCn3ccnc3)o2)cc1	3%	-7%	21%
Cn1c(-c2ccc(F)cc2)cnc1NCc1ccc(C#N)cc1	2%	16µM*	-3%
O=C(Nc1nc(-c2ccc(Br)cc2)ns1)c1ccccc1F	-4%	-29%	-1%
O=C(COc1ccc(Cl)cc1)N(Cc1ccco1)Cc1ccco1	9%	21µM*	-4%
COc1ccc(C(=O)Oc2ccc3ccc(=O)oc3c2)cc1OC	-12%	-1%	-2%
Cc1cn2c(=O)cc(COC(=O)COc3ccccc3C)nc2s1	7%	-1%	9%
NC(=O)C1CCN(C(=O)c2cccc(CN3C(=O)c4ccccc4C3=O)c2)CC1	0%[56.1 µM]	-17%	-6%
C=CCOC(=O)C1=C(C)N=C2SCCC(=O)N2C1/C=C/c1ccccc1OC (stereo unspecified)	8%	-1%	-15%
CCCC(=O)NCCc1cc2ccc(OC)cc2[nH]c1=O	1%	-1%	-1%
CCOC(=O)Cn1cc(C(=O)OC)c2ccccc21	4%	8%	-3%
CCOc1cc(C(=O)N2CCc3cc(OC)c(OC)cc3C2)ccc1OC(F)F	6%	x	u
COc1ccc(C(=O)CSc2n[nH]c(=O)n2Cc2ccco2)cc1	2%	u	-13%
O=C(O)CSCC(=O)Nc1ccc(C(F)(F)F)cc1	7%	13%	0%
CN1Cc2sc(N)c(C#N)c2CC1(C)C	6%	u	-3%
COc1ccc(N2CCN(CC(=O)Nc3ncc(C)s3)CC2)cc1	x	-16%	3%
Cc1cc(C)cc(C(=O)N2CCN(Cc3ccc4c(c3)OCO4)CC2)c1	6%	-13%	-5%
Cc1c(CN2CCC(CO)(CCOc3ccccc3)CC2)[nH]c2c(Cl)cccc12	6%	u	-5%
Cc1ccc(/C=C2\SC(=S)N(CCC(=O)NNC(=O)c3ccc(O)cc3)C2=O)cc1	-1%	0%	-7%
COc1cc(CNn2nnnc2N)ccc1OCc1c(Cl)cccc1Cl	2%	u	5%
CC(=O)Nc1cccc(OC(=O)c2ccoc2C)c1	u	-19%	-4%
Cc1ccc(-n2c(C)cc(/C=N/NC(=O)c3ccncc3)c2C)cc1	8%	-17%	-22%
O=C(Cn1c(=O)n(CC2CCCO2)c(=O)c2ccccc21)Nc1cccc(Cl)c1 (stereo unspecified)	3%	u	0%
O=C(NCc1ccco1)c1cc(NS(=O)(=O)c2cccc([N+](=O)[O-])c2)ccc1O	2%	-25%	-13%
CO/N=C(/CS(=O)(=O)c1ccc(Br)cc1)c1ccc(OC)cc1	-4%	u	-8%

Brought forward from above: three entries, followed by the next part.
Molecule	TDP1 inh	DT40 TDP1 no CPT	GCN5L2 inh
O=C(Cn1c(=O)n(CC2CCCO2)c(=O)c2ccccc21)Nc1cccc(Cl)c1 (stereo unspecified)	3%	u	0%
O=C(NCc1ccco1)c1cc(NS(=O)(=O)c2cccc([N+](=O)[O-])c2)ccc1O	2%	-25%	-13%
CO/N=C(/CS(=O)(=O)c1ccc(Br)cc1)c1ccc(OC)cc1	-4%	u	-8%
COc1ccc(CCNC(=O)C2CC(=O)N(c3ccc(C)cc3)C2)cc1OC (stereo unspecified)	0%	16%	-4%
CC(=O)Nc1ccc(S(=O)(=O)N(C)CC(=O)OCC(=O)N2CCCCCC2)cc1	3%	1%	-5%
O=C(c1c(F)cccc1F)N1CCN(c2ncccn2)CC1	1%	-10%	-2%
COc1ccc(/C=N/n2c(C)nc3sc(C)c(C)c3c2=O)cc1OC	6%	u	-1%
CCOC(=O)COc1c(C=O)cc(Br)cc1OC	3%	u	-4%
COc1cccc(C(=O)NCCCNC(=O)c2cccc(OC)c2)c1	x	-18%	-3%
Cc1ccc(S(=O)(=O)N(C)Cc2ccc(C(=O)N/N=C3\CCCC(=O)C3)cc2)cc1	4%	u	1%
CCOC(=O)c1[nH]c2ccccc2c1NC(=O)c1ccc(OC(C)C)cc1	6%	u	-7%
COc1ccc(CNc2ncccc2[N+](=O)[O-])cc1	x	1%	-3%
Cc1ccc(-c2nc(-c3cccnc3)sc2CC(=O)Nc2ccc(C)c(Cl)c2)cc1	6%	23µM*	-7%
COc1ccc(/C=C\c2onc(C)c2S(=O)(=O)N2CCC(C(=O)Nc3ccccc3OC)CC2)cc1	5%	23µM*	-9%
CN(Cc1c(C(=O)N/N=C/c2cccc(Cl)c2)nnn1-c1nonc1N)c1ccccc1	3%	15%	-27%
Cc1ccc2nc(-c3cc(N)cc(N)c3)oc2c1	11%	-24%	-28%
COc1ccc2c(c1)OC[C@H]1[C@H]2N2C(=O)c3cc(F)ccc3NC(=O)[C@@]2(C)[C@H]1c1ccccc1	2%	18µM*	-7%
CC(C)C1C(C#N)=C(N)Oc2n[nH]c(-c3ccccc3)c21 (stereo unspecified)	5%[56.1 µM]	u	-2%
COc1ccccc1CNS(=O)(=O)c1ccc(-c2cc(C(F)(F)F)on2)s1	8%	21µM*	0%
CC(=O)c1cccc(NC(=O)CSCc2ccccc2)c1	-4%	-29%	24%
COc1cccc(-n2cnnc2SCC(=O)NC2CC2)c1	3%	1%	-4%
CCOC(=O)N1CCC(NC(=O)c2ccc3c(c2)N(Cc2ccc(Cl)cc2)C(=O)c2ccccc2S3=O)CC1 (stereo unspecified)	9%	23µM*	-7%
Cc1ccccc1NC(=O)c1sc2nc(N3CCOCC3)c3c(c2c1N)CC(C)(C)OC3	-2%	u	-1%
Cc1ccc(N2CCN(C(=O)c3noc4c3COc3ccc(C)cc3-4)CC2)c(C)c1	0%	x	-2%
CCOC(=O)CSc1c(-c2ccc(Cl)cc2)[nH]c2ccccc12	-5%	u	-8%
COc1ccc(N2C(=O)C(F)(F)C2c2ccccc2F)cc1 (stereo unspecified)	-12%	-1%	-11%
CC(C)=C1C(=O)NN(c2ccc(F)c(Cl)c2)C1=O	3%	-3%	0%
CC1CCCCN1C(=S)NC(=O)c1ccccc1 (stereo unspecified)	1%	u	-7%
CCc1cc2c(cc3c(=O)n(CC(=O)NC4CCC(C)CC4)ncn32)s1 (stereo unspecified)	-2%	u	-6%
COc1ccccc1/C=C/C=N/NC(=O)c1cccs1	6%	6.5µM*	-27%
O=C(O)CCNC(=O)OCC1c2ccccc2-c2ccccc21	x	u	-17%
CN1CCN(C(=O)Nc2ccccc2CC[N+](=O)[O-])CC1	8%	-11%	-12%
O=c1c2ccccc2nnn1CSc1nnc(C2COc3ccccc3O2)n1-c1ccccc1 (stereo unspecified)	6%	u	-6%

Brought forward from above: six entries, followed by the next part.
Molecule	TDP1 inh	DT40 TDP1 no CPT	GCN5L2 inh
CC1CCCCN1C(=S)NC(=O)c1ccccc1 (stereo unspecified)	1%	u	-7%
CCc1cc2c(cc3c(=O)n(CC(=O)NC4CCC(C)CC4)ncn32)s1 (stereo unspecified)	-2%	u	-6%
COc1ccccc1/C=C/C=N/NC(=O)c1cccs1	6%	6.5µM*	-27%
O=C(O)CCNC(=O)OCC1c2ccccc2-c2ccccc21	x	u	-17%
CN1CCN(C(=O)Nc2ccccc2CC[N+](=O)[O-])CC1	8%	-11%	-12%
O=c1c2ccccc2nnn1CSc1nnc(C2COc3ccccc3O2)n1-c1ccccc1 (stereo unspecified)	6%	u	-6%
CCOC(=O)Nc1nc(-c2ccccc2)c(C(=O)c2ccc(Cl)cc2)s1	9%	0.92µM*	-15%
CCOC(=O)c1cccc(NC(=O)CC2C(=O)N(c3ccc(F)cc3)C(=O)N2Cc2cccc(OC)c2)c1 (stereo unspecified)	3%	u	-1%
CCOc1ccc(NC(=O)COC(=O)CC2CCCCC2)cc1	-7%	7%	-17%
Nc1cc(=O)[nH]c(SCC(=O)Nc2ccc(Br)cc2)n1	9%	-20%	-1%
Cc1nc2cccnc2n1-c1cccc(C(=O)NCc2ccc(OC(C)C)cc2)c1	3%	u	-2%
COC(=O)c1ccc(C(=O)OC)c(NC(=O)CSCc2ccc(Br)cc2)c1	-8%	u	26%
COc1ccc(C(O)(CCc2ccccc2)CCN2CCCCC2)cc1 (stereo unspecified)	1%	u	-8%
O=C(Cc1ccc(F)cc1)N(c1ccc(F)cc1)C1C=CS(=O)(=O)C1 (stereo unspecified)	-2%	5%	1%
COc1ccc(N(CC(=O)NC2CCCCC2)S(=O)(=O)c2cccs2)cc1	-1%	3%	-3%
NC(=O)CSc1nnc(Cc2ccc3c(c2)OCO3)o1	0%	30%	0%
COc1ccc(C=O)cc1COc1c(F)c(F)cc(F)c1F	-7%	u	2%
COc1ccccc1C(=O)COC(=O)c1ccc(Cl)nc1	-7%	u	-4%
O=C(O)c1ccccc1C(=O)NC1=NN(c2ccccc2)CC1	x	4%	4%
CCCOc1ccc(C2c3c(oc4ccccc4c3=O)C(=O)N2c2ccc(C)cn2)cc1OCC (stereo unspecified)	1%	-14%	-5%
Nc1cc(=O)[nH]c(SCc2csc(-c3ccccc3)n2)n1	8%	u	-3%
COc1cc(NC(=O)COCc2cc(-c3ccc4c(c3)OCO4)on2)c(OC)cc1Cl	5%	u	-3%
CCCNC(=O)CSc1nc(COc2ccccc2)nc2ccccc12	4%	u	22%
Cc1cccc(C)c1NC(=O)CNC(=O)C(Cc1ccccc1)NC(=O)c1ccccc1 (stereo unspecified)	4%	u	-2%
